# Screens (PubChem BioAssay)
# COUP-TFII inh – blocks human COUP-TFII nuclear receptor. inhibition, % at 8.6 µM. AID 686940. 370,000 tested, 0.7% active. HEK293T NGFI-A luciferase reporter, luminescence. P24468;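 active means inhibition above a per-plate cutoff, mean inhibition of test wells between control levels plus 3 SD, cut at about 38% in these data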;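 further: cells cotransfected with COUP-TFII expression vector driving the NGFI-A reporter; 0% = median of COUP-TF2 test wells and 100% = reporter-only cells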
# Target sequence (P24468 whole entry, looked up): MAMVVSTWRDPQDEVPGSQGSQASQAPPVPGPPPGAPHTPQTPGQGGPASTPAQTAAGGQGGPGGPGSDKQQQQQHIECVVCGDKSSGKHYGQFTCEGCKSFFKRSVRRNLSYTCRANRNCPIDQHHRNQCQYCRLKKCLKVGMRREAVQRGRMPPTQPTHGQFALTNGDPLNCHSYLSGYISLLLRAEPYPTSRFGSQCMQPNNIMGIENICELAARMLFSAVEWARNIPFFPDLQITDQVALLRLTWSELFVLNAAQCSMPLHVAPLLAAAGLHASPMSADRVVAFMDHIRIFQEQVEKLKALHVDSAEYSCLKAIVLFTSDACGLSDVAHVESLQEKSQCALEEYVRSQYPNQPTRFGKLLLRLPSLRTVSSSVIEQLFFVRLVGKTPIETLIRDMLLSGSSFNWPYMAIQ
# CF NFkB inh – inhibitors of cystic fibrosis induced NF-kB; KKLEB NF-kB-GFP reporter, PAF-induced, GFP fluorescence overnight; inhibition, % at 5 µM; 360,000 tested, 0.86% active; AID 588850;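 active means at least 50% inhibition at 5 µM, scaled per plate between neutral and stimulator controls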;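 further: PAF is a Pseudomonas aeruginosa culture filtrate used as stimulus; plate controls were PAF-stimulated DMSO wells for no effect and unstimulated DMSO wells for full effect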
# LRH-1 inv ag – NR5A2 inverse agonism in reporter assay; HEK293T StAR-luciferase reporter, LRH-1 transfected, 24 h; inhibition, % at 3.6 µM; O00482; 360,000 tested, 0.13% active; AID 602396;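 active means inhibition above the mean inhibition of all tested compounds plus 3 SD, cut at about 73% in these data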;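 further: 0% = DMSO wells and 100% = reporter-only cells lacking LRH-1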
# Shn3 inh set2 – reduces Shn3 3'UTR luciferase signal in osteoblasts | Clone20 osteoblast Shn3 3'UTR firefly luciferase, 24 h | inhibition, % at 12.5 µM | 360,000 tested, 0.52% active | AID 588674;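 active means mean inhibition of at least 75% with every replicate also reaching 75%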;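 further: 0% = median of neutral control wells and 100% = pilot-screen positive control compound; some compounds past the cut are filed as inactive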
# SRC3 inh – inhibits human SRC3 coactivator; Q9Y6Q9; HEK293 GAL4-SRC3 luciferase reporter, luminescence; inhibition, % at 3.6 µM; 360,000 tested, 0.17% active;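 active means inhibition above a per-campaign cutoff, the mean of all compounds plus 3 SD, cut at about 60% in these data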;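 further: 0% = DMSO-treated cells and 100% = gossypol-treated cells at 36 µM; higher means less SRC3-driven luciferase light from the GAL4 reporter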
# C8 TRAIL sens – caspase-8 TRAIL sensitization; NB7+C8 cells + TRAIL, ATPlite viability luminescence; inhibition (viability loss, TRAIL sensitization), % at 10 µM; 360,000 tested, 1% active;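 active means compounds causing at least 50% loss of cell viability in the single-dose screen, relative to plate controls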
# NCOA1 inh – inhibits human SRC1 coactivator; inhibition, % at 3.6 µM; Q15788; HEK293 GAL4-SRC1 luciferase reporter, luminescence; 360,000 tested, 0.12% active;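 active means inhibition above the campaign mean plus 3 SD, with each screening campaign given its own cutoff, cut at about 60% in these data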;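 further: 0% = DMSO treated cells and 100% = gossypol at 36 µM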
# TWEAK Fn14 block – inhibitors of TWEAK-Fn14 interaction signaling | TWEAK-stimulated Fn14 reporter cells, luciferase luminescence, 8 h | inhibition, % at 10 µM | 360,000 tested, 2% active; in the data active means inhibition above about 50%
# TROY signal inh – inhibitors of TROY-dependent NF-kB signaling. Q293 LMP1-TROYcd NF-kB luciferase reporter, 4 h. inhibition, % at 10 µM. 360,000 tested, 0.98% active. AID 1347056;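 active means compounds whose plate-normalised and pattern-corrected inhibition of the luciferase reporter signal at the single screening dose is 50% or more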
# KKLEB cytotox – reduces viability of KKLEB cystic fibrosis airway cells; 360,000 tested, 0.36% active; activity change (cytotoxicity), % at 5 µM; KKLEB CF airway cells viability, ATPlite luminescence, overnight; hits give low values; cells stimulated with P. aeruginosa culture filtrate;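 active means corrected activity change at or below -50% at 5 µM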
# EBV LMP1 NFkB – Epstein-Barr LMP1 NF-kappaB reporter inhibition; LMP1-induced NF-kappaB luciferase reporter cells, luminescence; inhibition, % at 12.5 µM; 350,000 tested, 0.69% active; in the data active means inhibition above about 41%;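 further: 0% = neutral control wells and 100% = reference inhibitor control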
# The depositor's hits bear a star. Only part of the results is shown. The share of hits here may be higher or lower than overall.
[1] Cc1ccc(S(=O)(=O)N2CCN(C(=O)c3cc4c(s3)CCC(C)C4)CC2)cc1 (stereo not drawn)
[2] COc1ccc(NC(=O)C(C)NS(=O)(=O)c2ccccc2)cc1Cl (stereo not drawn)
[3] COc1ccc(NC(C)=O)cc1NC(C)C(=O)Nc1ccc(F)c(F)c1F (stereo not drawn)
[4] CNC(=O)c1cnn(-c2nc(-c3ccc(OC)cc3)cs2)c1C(F)(F)F
[5] COc1ccccc1CCNC(=O)C(=O)Nc1cc2c3c(c1)C(C)C(=O)N3CCC2 (stereo not drawn)
[6] CC(C)CC(=O)N1CCN(C(=O)c2ccco2)CC1

compound no.	1	2	3	4	5	6
COUP-TFII inh	-7	-6	0	17	-16	-2
CF NFkB inh	-1	-8	21	11	-6	24
LRH-1 inv ag	6	-13	17	7	-9	-12
Shn3 inh set2	15	-4	0	-40	-4	-1
SRC3 inh	25	8	3	3	5	2
C8 TRAIL sens	-5	-5	-1	4	-5	-7
NCOA1 inh	-25	-10	-12	10	-14	-6
TWEAK Fn14 block	4	-11	5	13	-3	2
TROY signal inh	5	-4	-1	1	-7	7
KKLEB cytotox	-12	3	-7	-7	15	9
EBV LMP1 NFkB	-1	39	-6	1	3	-5

[7] CCOc1ccccc1N(CC(=O)N1CCC(C(N)=O)CC1)S(=O)(=O)c1ccc(SC)cc1
[8] O=C(CN1C2=NCCN2c2ccccc21)c1ccc(Br)cc1
[9] CON(C)c1nc(OCC#N)nc(N(C)C)n1
[10] Cc1cccc(NC(=O)CSc2nnc(CNC(=O)c3ccco3)o2)c1
[11] O=C(Nc1cccc(S(=O)(=O)NC2=NCCC2)c1)c1cc(-c2ccccn2)nc2ccccc12
[12] COc1ccccc1OCCNC(=O)CCNS(=O)(=O)c1ccc(C)cc1

compound no.	7	8	9	10	11	12
COUP-TFII inh	-31	8	-36	4	-2	-9
CF NFkB inh	-3	-9	18	2	-2	-12
LRH-1 inv ag	13	-1	-1	-2	-2	-11
Shn3 inh set2	-12	2	-7	-8	-14	-6
SRC3 inh	12	-1	9	3	0	-2
C8 TRAIL sens	5	16	-9	17	7	3
NCOA1 inh	14	-5	-6	11	7	-6
TWEAK Fn14 block	8	-19	8	-2	-34	3
TROY signal inh	2	-8	-10	-13	-2	4
KKLEB cytotox	6	4	8	-2	-9	-6
EBV LMP1 NFkB	3	0	-21	3	-24	0

[13] COc1ccc(Nc2nc(-c3cc4cccc(OC)c4oc3=O)cs2)cc1
[14] CCCN1C(=O)C(O)(CC(=O)c2cccc(OC)c2)c2ccccc21 (stereo not drawn)
[15] CC(=O)c1cccc(NC(=O)Cc2cccs2)c1
[16] Cc1ccsc1C(=O)OCC(=O)Nc1ccc(Cl)cc1C(F)(F)F
[17] CNC(=O)COC(=O)c1ccccc1Nc1ccccc1
[18] COc1ccccc1-c1ccc(=O)n(CC(=O)NCc2ccc3c(c2)OCO3)n1

compound no.	13	14	15	16	17	18
COUP-TFII inh	-10	-7	-6	15	-5	6
CF NFkB inh	6	7	-6	14	12	-7
LRH-1 inv ag	-43	-23	-3	-12	-4	-7
Shn3 inh set2	77	23	-41	22	5	5
SRC3 inh	-32	20	1	4	18	8
C8 TRAIL sens	-5	3	-5	4	11	-11
NCOA1 inh	-21	0	1	6	-29	2
TWEAK Fn14 block	8	-5	1	-34	-13	15
TROY signal inh	-40	-14	-26	-26	-6	4
KKLEB cytotox	-3	6	-1	5	-6	-2
EBV LMP1 NFkB	12	-3	0	3	-18	3

# Entries 8–18, reprinted for reference:
[8] O=C(CN1C2=NCCN2c2ccccc21)c1ccc(Br)cc1
[9] CON(C)c1nc(OCC#N)nc(N(C)C)n1
[10] Cc1cccc(NC(=O)CSc2nnc(CNC(=O)c3ccco3)o2)c1
[11] O=C(Nc1cccc(S(=O)(=O)NC2=NCCC2)c1)c1cc(-c2ccccn2)nc2ccccc12
[12] COc1ccccc1OCCNC(=O)CCNS(=O)(=O)c1ccc(C)cc1
[13] COc1ccc(Nc2nc(-c3cc4cccc(OC)c4oc3=O)cs2)cc1
[14] CCCN1C(=O)C(O)(CC(=O)c2cccc(OC)c2)c2ccccc21 (stereo not drawn)
[15] CC(=O)c1cccc(NC(=O)Cc2cccs2)c1

compound no.	8	9	10	11	12	13	14	15
COUP-TFII inh	8	-36	4	-2	-9	-10	-7	-6
CF NFkB inh	-9	18	2	-2	-12	6	7	-6
LRH-1 inv ag	-1	-1	-2	-2	-11	-43	-23	-3
Shn3 inh set2	2	-7	-8	-14	-6	77	23	-41
SRC3 inh	-1	9	3	0	-2	-32	20	1
C8 TRAIL sens	16	-9	17	7	3	-5	3	-5
NCOA1 inh	-5	-6	11	7	-6	-21	0	1
TWEAK Fn14 block	-19	8	-2	-34	3	8	-5	1
TROY signal inh	-8	-10	-13	-2	4	-40	-14	-26
KKLEB cytotox	4	8	-2	-9	-6	-3	6	-1
EBV LMP1 NFkB	0	-21	3	-24	0	12	-3	0

[16] Cc1ccsc1C(=O)OCC(=O)Nc1ccc(Cl)cc1C(F)(F)F
[17] CNC(=O)COC(=O)c1ccccc1Nc1ccccc1
[18] COc1ccccc1-c1ccc(=O)n(CC(=O)NCc2ccc3c(c2)OCO3)n1

compound no.	16	17	18
COUP-TFII inh	15	-5	6
CF NFkB inh	14	12	-7
LRH-1 inv ag	-12	-4	-7
Shn3 inh set2	22	5	5
SRC3 inh	4	18	8
C8 TRAIL sens	4	11	-11
NCOA1 inh	6	-29	2
TWEAK Fn14 block	-34	-13	15
TROY signal inh	-26	-6	4
KKLEB cytotox	5	-6	-2
EBV LMP1 NFkB	3	-18	3

# Other results.
[19] Cc1ccc(OCCCn2c(CO)nc3ccccc32)cc1
[20] O=C(NCc1ccccn1)c1ccc(NS(=O)(=O)c2cccc(Cl)c2)cc1
[21] CCc1cc2c(=O)oc(-c3ccccc3F)nc2s1
[22] COc1ccc(C2c3[nH]c4ccccc4c3CCN2C(=O)c2cn3ccccc3n2)c(F)c1 (stereo not drawn)

compound no.	19	20	21	22
COUP-TFII inh	-12	-17	11	12
CF NFkB inh	-12	5	4	1
LRH-1 inv ag	-27	4	3	-19
Shn3 inh set2	-36	-7	-16	13
SRC3 inh	-37	0	-2	-23
C8 TRAIL sens	15	7	0	-6
NCOA1 inh	-33	5	-7	-22
TWEAK Fn14 block	-23	6	1	-1
TROY signal inh	-39	11	2	-16
KKLEB cytotox	-4	-12	-2	-1
EBV LMP1 NFkB	-10	-1	2	-18
